CYP2C9 activ: activators of human CYP2C9 | recombinant CYP2C9, luciferin-H conversion, luminescence; hits give high values; factor 1 = untreated enzyme, 0 = blocked | P11712 | activation factor at 5 µM | 96,000 compounds, 1.4% hits;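 active means activation factor of 2 or more for CYP2C9 at a 5 µM dose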;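 further: 0 = sulfaphenazole-blocked wells and 1 = vehicle-only wells; values of inactives mirror those of a sister screen read the other way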
Target sequence (P11712 whole entry, looked up): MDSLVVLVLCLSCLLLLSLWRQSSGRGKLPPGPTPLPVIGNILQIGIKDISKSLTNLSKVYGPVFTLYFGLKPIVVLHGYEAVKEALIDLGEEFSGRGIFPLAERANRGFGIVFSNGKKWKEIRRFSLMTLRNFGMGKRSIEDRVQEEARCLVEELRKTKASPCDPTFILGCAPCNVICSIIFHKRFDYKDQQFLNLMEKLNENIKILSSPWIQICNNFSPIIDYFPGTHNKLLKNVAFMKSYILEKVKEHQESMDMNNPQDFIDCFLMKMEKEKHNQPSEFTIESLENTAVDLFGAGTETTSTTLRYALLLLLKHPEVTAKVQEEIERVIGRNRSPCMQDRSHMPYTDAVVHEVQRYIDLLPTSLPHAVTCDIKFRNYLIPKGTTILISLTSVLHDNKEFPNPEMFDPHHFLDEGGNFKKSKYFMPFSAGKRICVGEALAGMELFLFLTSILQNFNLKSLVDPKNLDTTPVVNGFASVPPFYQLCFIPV
CYP2C9 inhib: inhibitors of human CYP2C9 | AID 777 | 96,000 compounds, 20% hits | inhibition, % at 5 µM | CYP2C9 Supersomes, luciferin-H conversion, luminescence | P11712;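 active means blocking of liver enzyme CYP2C9 beyond about 50% at 5 µM, limit read from the data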; further: values of inactives mirror those of a sister screen read the other way
PTPN22 inh 2: LYP (human) phosphatase inhibition. Q9Y2R2. recombinant LYP catalytic domain, DiFMUP fluorescence. inhibition, % at 2 µM. 96,000 compounds, 0.21% hits. AID 640;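 active means inhibition at 2 µM at or above a set limit, the screen mean plus 3 SD, cut at about 24% in these data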;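 further: 0% = DMSO with enzyme and 100% = enzyme fully blocked by orthovanadate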
PostGolgi yeast: growth inhibition of a yeast mutant, post-Golgi transport screen; post-Golgi transport phenotypic cell assay; inhibition, % at 10 µM; 98,000 compounds, 0.9% hits; AID 739;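 further: yeast cells grown in 1536-well plates; yeast grown about 18 h at 30C before absorbance read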
DAT uptake mod: modulates human dopamine transporter uptake under cocaine | 110,000 compounds, 1.3% hits | LLC-PK1 hDAT cells, [14C]-dopamine uptake with cocaine IC80; actives deviate in either direction | Q01959 | B-score at 10 µM;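 active means Z score or B-score, a plate-position-corrected score, falls beyond the plate's 99.7% confidence bounds, in either direction; inactive means both scores lie inside the 99.7% bounds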;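 further: scored against the spread of the other compound wells on the same plate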
PTK2B oligo ant: Pyk2 (human) oligomerization antagonism; Q293 cells, Pyk2 FERM NanoBiT luminescence; hits give low values; z-score (the deposit names both 25 µM and 10 µM); AID 1347419; Q14289; 99,000 compounds, 0.83% hits;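 active means Z-score of -3 or lower, scaled per plate to the spread of control and sample wells; inactive means z-score above -3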;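 further: negative z-score means lost luminescence so less FERM oligomerization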
Ecoli WT expand: blocks growth of wild type E. coli BW25113; AID 710; OD600 absorbance; 98,000 compounds, 0.15% hits; growth inhibition, % at 100 µM;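 active means growth inhibition above about 50% at one test dose, limit read from the data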;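 further: growth measured after 20 h incubation at 37 °C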
PostGolgi ctrl: inhibits growth of the yeast control strain; efflux-deficient yeast background strain, growth absorbance A615, 16 h; inhibition, % at 10 µM; 98,000 compounds, 5% hits; AID 738
PTPN22 act: increases human PTPN22 phosphatase activity. recombinant LYP, DiFMUP fluorescence; 0 = plate median, 100 = signal doubled. 96,000 compounds, 0.11% hits. activation, % at 2 µM. AID 697. Q9Y2R2;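 active means activation at 2 µM above a set limit, the mean plus 5 SD, cut at about 37% in these data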
An asterisk follows results filed as active; · = no result given; & = joins results of further samples. Unless noted, no stated cut-off is given here; in the data, active means inhibition above about 30%; inactive means the rest.

SMILES,CYP2C9 activ,CYP2C9 inhib,PTPN22 inh 2,PostGolgi yeast,DAT uptake mod,PTK2B oligo ant,Ecoli WT expand,PostGolgi ctrl,PTPN22 act
CC1CCCCC1NC(=O)CN1CCC(O)(c2ccc(F)cc2)CC1 (centres undefined),0.9,8,-14,9,0.8,0.72,7,0,12
COc1cc(C(=O)N(Cc2ccc(F)cc2)C2CCS(=O)(=O)C2)cc(OC)c1OC (centres undefined),0.9,8,-4,-3,0.0018,0.56,3,3,1
CC(C)Cn1c(=O)c2c(c3ccccc31)OC(C)C(=O)N2 (centres undefined),·,·,23,2,-0.79,0.28,-4,14,-19
Clc1cccc2sc(N3CCCCC3)nc12,1.1,-14,1,2,0.34,1.1,-4,-8,4
COC(=O)CSc1nc(NCC(C)C)nc(N2CCOCC2)n1,0.7,33,-10,13,-0.36,-0.21,-10,-2,6
CC(C)C(=O)Nc1cccc(NC(=O)c2cccnc2)c1,1,-3,8,11,0.48,1.1,-5,7,-8
C=CCOc1nc(-c2ccncc2)nc2ccccc12,0.4,64*,-7,17,0.15,0.1,-4,48*,5
Cc1ccccc1OCc1nc2ccc(S(=O)(=O)N3CCOCC3)cc2[nH]1,0.7,27,-7,-9,0.11,-0.18,-12,23,9
COc1ccc(S(=O)(=O)Nc2ccc(Oc3ncccn3)c(Cl)c2)cc1,0,98*,0,4,1.4,-0.32,-3,-1,1
Cc1ccc(S(=O)(=O)Nc2cccc3ncccc23)s1,2.5*,-154,-9,-2,0.0042,-0.19,-5,36*,7
CCOc1ccc(NC(=O)CCS(=O)(=O)c2cccc3nsnc23)cc1,0.7,34,·,-2,2,-0.15,7,33*,·
COc1ccc(C(=O)CSc2nnc(-c3ccc(C)cc3)o2)cc1,0.5,50,-5,3,0.55,0.51,-5,2,1
O=C(CSc1nc2ccccc2c(=O)n1CC1CCCO1)N1CCN(c2ccccc2)CC1 (centres undefined),·,·,0,·,2,-0.06,·,·,0
COc1ccc(NC(=O)CCS(=O)(=O)c2cccc3nonc23)c(OC)c1,0.9,8,·,18,0.042,-0.23,13,0,·
O=C(C1CCCN(S(=O)(=O)c2cccc3cccnc23)C1)N1CCN(c2ccc(F)cc2)CC1 (centres undefined),1.8,-82,-4,10,-0.23&-0.86,·,-10,2,1
O=S(=O)(Cc1ccc(Cl)cc1)N1CCN(Cc2ccccc2)CC1,0.9,12,-5,-3,0.27,1.6,-5,5,3
Clc1ccc2c(c1)[C@H]1OCC[C@H]1[C@@H](c1ccco1)N2,·,·,·,4,0.54,·,-4,17,·
CCOCCC(=O)Nc1cc(Cl)ccc1OC,1.3,-32,7,10,0.11,-0.53,5,3,-4
CCOCCCN(Cc1ccco1)C(=O)c1cc2c(=O)[nH]c3ccc(C)cc3c2s1,0.8,21,0,2,0.39,·,0,16,-1
Cc1nc2ccccn2c1-c1csc(NCc2ccco2)n1,0.4,59*,2,1,-0.42,0.54,20,20,-2
COc1cnc(-c2ccccn2)nc1Sc1ccccc1Cl,0.8,21,·,12,1.9,-0.35,-2,27,·
C=CCn1c(SCC(=O)NC2CCCCC2)nnc1C1CCCCC1,1,3,-7,12,1.4,0.12,-3,5,9
COc1ccc(/C=C2\CCCC3C2=NN(C(=O)COC(=O)CNC(=O)c2ccccc2)C3c2ccc(OC)cc2)cc1 (centres undefined),0.3,74*,0,1,0.31,-0.6,-10,0,-3
Cc1nc(SCCC(C)C)c([N+](=O)[O-])[nH]1,0.9,9,10,-9,-1.4,0.34,-11,7,-8
CC(=O)OCCNC(=O)c1cc2ccccc2oc1=O,1.3,-27,-2,-3,0.078,0.86,0,5,1

Continued (3 carried over from the part before).
SMILES,CYP2C9 activ,CYP2C9 inhib,PTPN22 inh 2,PostGolgi yeast,DAT uptake mod,PTK2B oligo ant,Ecoli WT expand,PostGolgi ctrl,PTPN22 act
COc1ccc(/C=C2\CCCC3C2=NN(C(=O)COC(=O)CNC(=O)c2ccccc2)C3c2ccc(OC)cc2)cc1 (centres undefined),0.3,74*,0,1,0.31,-0.6,-10,0,-3
Cc1nc(SCCC(C)C)c([N+](=O)[O-])[nH]1,0.9,9,10,-9,-1.4,0.34,-11,7,-8
CC(=O)OCCNC(=O)c1cc2ccccc2oc1=O,1.3,-27,-2,-3,0.078,0.86,0,5,1
O=c1c2ccccc2nc(-c2ccccc2)n1CCN1CCOCC1,0.9,12,2,-1,-1.5,0.05,-1,23,-4
Cc1cccc(N=C2NC(=O)CS2)c1C,0.8,21,3,-1,0.21,0.87,-1,-2,-7
Cc1ccc(-n2nc(C)c3c(C)c(CCC(=O)NC(C)c4ccccc4)c(C)nc32)cc1 (centres undefined),0.7,30,5,-9,-0.39,·,-2,2,-6
CC(C)OC(=O)CC12CN3CC(CC(=O)OC(C)C)(CN(C1)C(=O)c1ccccc1C3=O)C2=O,0.8,23,-6,6,-0.16,1.1,5,3,6
COc1cc(NC(=O)CSc2nnc(C)s2)cc(OC)c1,0.6,38,-1,-11,1.8,-0.69,-2,12,0
CCOc1ccc(C(=O)NC(=S)Nc2ccccn2)cc1[N+](=O)[O-],·,·,-2,-1,0.56,0.11,-13,-2,2
COC(=O)c1cccc(Cn2nnc3ccccc3c2=O)c1,0.7,26,5,6,0.24,-0.63,6,10,-7
CCOC(=O)/C(=C\Nc1ccc(OC(F)(F)F)cc1)Sc1ncc(C(F)(F)F)cc1Cl,0.5,48,-1,26,0.28,-0.55,-15,6,0
CCCCOc1ccc(C(=O)C(CN2CCOCC2)c2ccccc2)cc1 (centres undefined),·,·,-1,·,0.66,-1.2,·,·,0
CC1CN(C2CCN(S(=O)(=O)c3ccc(F)cc3)CC2)CC(C)O1 (centres undefined),1,3,12,48*,0.25,0.14,-1,30*,-10
CCC(C(=O)NC(C)CCc1ccco1)n1nc(C)n2c(cc3occc32)c1=O (centres undefined),·,·,·,-2,0.68,-0.29,2,14,·
CCN(c1cccc(C(F)(F)F)c1)S(=O)(=O)c1ccc2c(c1)CCN2C(=O)C1CC1,0.7,31,-2,0,-0.67,-2.7,2,17,-2
CC1Cc2nc(SCC(=O)Nc3ccc4c(c3)OCO4)n(CCc3ccccc3)c(=O)c2S1 (centres undefined),0.2,85*,·,6,-0.047,·,-13,1,·
COc1ccc(N/N=C(/C#N)S(=O)(=O)c2nsc(C)c2C#N)cc1,0.2,82*,0,-1,-0.45,-1.5,-15,8,-3
CC(Oc1ccccc1)C(=O)Nc1cccc(F)c1 (centres undefined),0.8,24,-5,1,-0.21,0.76,6,-6,1
CN(C)CCCNC(=O)CC(c1ccccc1)c1ccccc1O (centres undefined),1.2,-17,-5,17,0.13,0.54,1,11,3
COCC(C)NS(=O)(=O)c1ccc(OC)cc1 (centres undefined),1.2,-21,4,-2,-0.18,0.5,7,6,-6
[O-]/[N+](=C\c1ccccc1)[C@@H]1CCCC[C@@H]1/[N+]([O-])=C/c1ccccc1,0.9,6,-4,3,-0.53,-0.75,4,11,6
COc1ccccc1N1CCN(C(=O)C(C)N(c2ccc(C)cc2)S(C)(=O)=O)CC1 (centres undefined),0.9,13,-1,-5,0.66,1.5,-2,16,-3
Cn1nnnc1SCCNCc1ccncc1,0.6,39,4,-6,-1.1,0.03,-11,6,-5
Cc1ccc(-c2cccc(NC(=O)C3C4C=CC(C4)C3C(=O)O)c2)o1 (centres undefined),1,2,-4,24,1.5,0.87,5,10,2
c1ccc(CN2CCN(c3nc(-c4ccccn4)nc4ccccc34)CC2)cc1,0.5,47,10,-2,0.79,2.6,22,16,-10
Cc1ccc(C)c2[nH]c(=O)c(CN(Cc3ccco3)S(=O)(=O)c3ccc4c(c3)OCCO4)cc12,0.3,67*,10,-7,1.4,0.14,-15,27,-10
Cn1c(Cc2ccccc2)nnc1SCC(=O)Nc1ccc2c(c1)OCCO2,0.3,74*,1,-5,0.54,-0.26,-4,-7,-2
CCC(=O)Nc1nc2cc(OC)ccc2s1,0.8,16,-7,15,1.1,0.25,2,3,6

SMILES,CYP2C9 activ,CYP2C9 inhib,PTPN22 inh 2,PostGolgi yeast,DAT uptake mod,PTK2B oligo ant,Ecoli WT expand,PostGolgi ctrl,PTPN22 act
COc1cc(CC(=O)NCCc2ccc(S(N)(=O)=O)cc2)cc(OC)c1OC,0.8,18,-11,5,0.086,0.56,-2,15,10
O=C(Cn1c(NCCO)nc2ccccc21)c1ccc(Cl)cc1,1,5,4,-6,-0.02,0.24,1,6,-6
O=[N+]([O-])c1ccc(O)c(/C=N/Nc2ccc(Cl)nn2)c1,0.6,44,12,20,-0.93,0.21,17,22,-10
Nc1ccccc1NC(=O)c1ccccc1,1,-4,9,8,0.57,-0.34,4,-4,-10
CCOC(=O)CSc1nnc(-c2ccc(OC)cc2OC)o1,1.3,-34,3,9,-1.2,-0.62,-5,7,-4
COc1cc(CN2CCN(c3ccccc3F)CC2)cc(OC)c1O,0.9,14,-7,0,1.4,0.74,-5,3,6
CC(C)(C)C(=O)Nc1ccccc1C(=O)Nc1ccccn1,·,·,-10,·,0.82,1.3,·,·,7
CCS(=O)(=O)N1CCC(C(=O)NCc2cccnc2)CC1,1.1,-7,-4,-2,-0.57,1,6,4,3
CCOc1ccc(-c2nn3c(-c4ccc(F)cc4)nnc3s2)cc1,·,·,11,·,-0.47,0.4,·,·,-10
CCOc1ccc2c(c1)s/c(=N\S(=O)(=O)c1ccc(OC)cc1)n2C(F)F,0.6,45,2,11,-0.05,-1.1,-1,17,-5
COc1ccc(OC)c(NC(=O)CC(NCCC2=CCCCC2)C(=O)O)c1 (centres undefined),0.7,34,-7,-3,·,·,5,9,4
CCOc1cc(C(=S)N2CCCCC2)ccc1OCC(=O)NCc1ccccc1,0.2,83*,-5,21,0.77,1.2,-13,24,4
CC1=C(C(=O)NCCN2CCOCC2)C2(CCC(C)CC2)OC1=O (centres undefined),0.9,10,·,-9,-0.3,·,3,25,·
Cc1noc(C)c1S(=O)(=O)N(CC(=O)NCc1ccc(Cl)cc1)c1ccc2c(c1)OCO2,0.3,69*,5,-4,0.054,·,-6,5,-7
Cc1c(NC(=O)CSc2cccc3cccnc23)c(=O)n(-c2ccccc2)n1C,1.3,-26,-2,11,-0.052,-0.6,5,8,1
CCCCc1cc(=O)oc2cc(OCC(=O)N(CC)CC)ccc12,0.8,19,0,-3,0.047,-0.44,-1,-1,-2
CCOC(=O)Cc1csc(SCC(=O)Nc2cccc(C#N)c2)n1,0.2,80*,-8,16,-1.1,1.6,7,21,6
COc1ccc(C(=O)N2CCN(C(C)=O)CC2)cc1S(=O)(=O)NCc1ccc(Cl)cc1,1.2,-19,-10,-6,-0.6,3.4,5,12,8
COc1cc(C(=O)N2CCN(C(=O)CC(C)C)CC2)cc(OC)c1OC,1,-2,-17,0,-0.049,0.69,2,3,16
O=c1oc(-c2ccccc2F)nc2c1cnn2-c1ccccc1,1,3,0,-2,-0.16,-1.1,-14,21,1
c1ccc(CSC2=NCCCN2)cc1,1,1,6,3,-0.85,-0.37,0,0,-5
O=C1c2ccccc2C(=O)N1c1ccc(S(=O)(=O)N2CCN(c3ccccc3)CC2)cc1,0.9,15,-3,3,-0.11,1.6,-6,-5,1
CC(CCc1ccccc1)NC(=O)CSc1nccc(=O)[nH]1 (centres undefined),0.8,20,·,-4,0.19,0.37,-3,1,·
O=C(NCCCn1ccnc1)c1ccco1,0.9,6,9,-1,0.2,-0.28,6,-2,-6
COc1ccc(NC(=O)Cn2nnc(-c3ccccc3F)n2)cc1Cl,1.1,-6,6,0,0.076,0.4,-9,6,-7
CCOC(=O)N1CCC2(CC1)C(C#N)=C(N)OC1=C2C(=O)CC(C)C1 (centres undefined),0.3,68*,-6,1,0.86,-0.26,-5,15,8
